# KLF5 inh = KLF5 expression inhibitors, primary screen, DLD-1 cells, luminescence | AID 1700, 2009 | DLD-1 KLF5 promoter-luciferase reporter | hit rate 0.23% among 290,000 | inhibition, % at 5 µM;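 active means inhibition above a per-plate limit of that plate's mean compound inhibition plus 3 SD, cut at about 60% in these data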;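 further: 0% = DMSO wells and 100% = LY294002 at 200 µM; higher means less KLF5 promoter-driven luciferase light; inactives centre near -14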
# GSK3A inh = blockers of GSK3A enzyme activity – biochemical, luminescence, cell-free homogeneous, HTS, primary screen; Glycogen synthase kinase-3 alpha (Homo sapiens), P49840; GSK-3 alpha kinase, ADP-Glo luminescence, 60 min; inhibition, % at 10 µM; hit rate 0.1% among 320,000; AID 2650, 2010;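 in the data active means inhibition above about 50%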;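 further: GST-tagged GSK-3 alpha with peptide substrate and 25 µM ATP; 0% = DMSO neutral wells and 100% = GW8510 positive control wells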
# Target sequence (P49840 whole entry, looked up): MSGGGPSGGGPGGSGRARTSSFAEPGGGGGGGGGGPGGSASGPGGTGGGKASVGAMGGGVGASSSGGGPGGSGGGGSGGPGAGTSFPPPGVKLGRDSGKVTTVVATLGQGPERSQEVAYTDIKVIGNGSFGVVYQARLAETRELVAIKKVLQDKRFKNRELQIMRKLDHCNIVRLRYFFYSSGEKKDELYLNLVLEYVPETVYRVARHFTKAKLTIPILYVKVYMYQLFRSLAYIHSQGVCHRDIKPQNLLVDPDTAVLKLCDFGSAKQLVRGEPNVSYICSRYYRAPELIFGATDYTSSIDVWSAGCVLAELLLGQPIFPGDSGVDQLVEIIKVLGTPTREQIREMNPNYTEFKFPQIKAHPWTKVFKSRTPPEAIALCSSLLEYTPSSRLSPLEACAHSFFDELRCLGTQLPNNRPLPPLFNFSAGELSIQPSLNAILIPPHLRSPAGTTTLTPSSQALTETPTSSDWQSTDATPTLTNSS
# AI-2 QS mod = Vibrio harveyi AI-2 quorum sensing modulators, primary screen, JMH597 strain, luminescence/OD600 ratio | Vibrio harveyi JMH597 AI-2 luminescence/OD600 ratio, 9 h; stronger effect = lower value; strain lacks LuxN and CqsS sensors; 0 = neutral-control median | activity change, % at 7.5 µM | hit rate 0.4% among 300,000 | AID 2094, 2009; in the data active means activity change below about -75%, passing the limit was not always enough;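 further: luminescence divided by OD600 gain over 9 h not by final OD600 alone; inactives centre near 13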
# HSF1 activator = HSF-1 activators, primary screen, NIH3T3-HGL cells, MG132 stress, luminescence, single point; NIH3T3-HGL HSF-1 luciferase reporter, 8 h; 100% = twice DMSO control signal; activation, % at 9 µM; hit rate 1.7% among 300,000;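 active means mean replicate activation of at least 50% with a set share of replicates each reaching 50%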;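 further: 0% = median of the neutral control wells and 100% = twice that signal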
# HSP90 inh = HSP90 inhibitors, primary screen, cell lysate, luminescence; hit rate 0.91% among 290,000; inhibition, % at 5.6 µM; AID 1789, 2009; Rabbit reticulocyte lysate, luciferase refolding luminescence, 3 h; Heat shock protein HSP 90 (rabbit reticulocyte lysate; luciferase refolding);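 active means inhibition above the screen-wide mean plus 3 SD, computed separately per campaign, cut at about 16% in these data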;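 further: 0% = DMSO wells and 100% = 60 µM geldanamycin wells; inhibitors lower the luminescence because luciferase stays unfolded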
# GSK3beta inhib = human GSK3beta kinase inhibitors, primary screen, biochemical, cell-free homogeneous, HTS | Glycogen synthase kinase-3 beta (Homo sapiens), P49841 | GST-GSK3beta kinase, ADP-Glo luminescence, 60 min; stronger effect = lower value | activity score (negative = inhibition), % at 10 µM | hit rate 0.038% among 300,000;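 active means more than half of replicate wells score below -50%, meaning over 50% inhibition versus plate controls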;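 further: 0% = median DMSO wells and -100% = median GW8510 positive control wells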
# Target sequence (P49841 whole entry, looked up): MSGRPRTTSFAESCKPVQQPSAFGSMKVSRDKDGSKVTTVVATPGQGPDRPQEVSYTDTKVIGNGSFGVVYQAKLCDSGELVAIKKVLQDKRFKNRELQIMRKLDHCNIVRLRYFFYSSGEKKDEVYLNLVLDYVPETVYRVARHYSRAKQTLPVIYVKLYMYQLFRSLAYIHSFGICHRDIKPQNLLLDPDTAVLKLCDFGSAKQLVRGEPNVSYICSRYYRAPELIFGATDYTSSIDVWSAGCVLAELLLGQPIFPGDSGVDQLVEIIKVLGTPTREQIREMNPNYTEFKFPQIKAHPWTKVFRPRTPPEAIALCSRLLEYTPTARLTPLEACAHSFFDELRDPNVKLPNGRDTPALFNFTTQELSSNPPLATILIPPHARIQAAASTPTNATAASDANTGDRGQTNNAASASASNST
#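 Assay system: GST-tagged human GSK3beta kinase, cell-free; Input: 1.6 ng GSK3beta; Medium: Tris/MgCl2 kinase buffer; Timing: 60 min enzyme reaction, room temperature; Signal: ADP-Glo luminescence quantifying ADP generated by kinase; Evaluation: score relative to plate controls; Benchmarks: DMSO neutral wells and GW8510 at 20 µM as positive.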
# IEC-6 cytotox = cytotoxicity in IEC-6 intestinal epithelial cells, primary screen, cytotoxicity control for KLF5 inhibitor project, cell-based, luminescence; IEC-6 cytotoxicity, luminescence viability; inhibition, % at 5 µM; hit rate 0.78% among 290,000; AID 1825, 2009; in the data active means inhibition above about 22%;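 further: 0% = plate median of test compound wells and 100% = cytotoxic reference compound wells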
# aSyn 5UTR inh = MLPCN primary screen, SNCA 5' untranslated region. alpha-synuclein 5'UTR reporter, inhibitor activity. inhibition, % (tested at 7.5 µM). hit rate 0.82% among 300,000. AID 1813, 2009; in the data active means inhibition above about 60%;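 further: H4 neuroglioblastoma cells stably carrying SNCA 5'UTR luciferase fusion; 0% = DMSO wells and 100% = positive control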
# HSF1 inh = HSF1 inhibitors in luciferase reporter cells, primary screen, cell-based, NIH3T3, luminescence. NIH3T3-HGL HSE-luciferase, MG132-induced, luminescence 8 h; stronger effect = lower value. activity change, negative = inhibition, % at 7.5 µM (by protocol). hit rate 0.77% among 300,000;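 active means more than half of replicate wells show activity change below -50%, luminescence cut by over half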;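 further: luciferase reports HSF-1 transcriptional activity via heat shock element; 0% = median of DMSO wells and -100% = zero luminescence signal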
# PolyA inh = polyadenylation inhibitors in yeast reporter cells, primary screen, luminescence, S. cerevisiae | hit rate 0.02% among 300,000 | calls only at 12 µM | S. cerevisiae SKY197-pL101 polyadenylation reporter, beta-gal luminescence; efflux-impaired pdr1/pdr3 knockout yeast; score 100 = 6 SD above DMSO;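 active means lowest replicate activity score at least 50, where 100 means six control SD above control mean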;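 further: yeast exposed to compound for 9 h at 30 °C; higher score means more reporter readthrough which indicates perturbed polyadenylation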
# * marks the source's active call; other numbers are inactive results; i = inactive; · = not tested or not shown. Only part of the results is shown; rates above refer to the full screens.
SMILES,KLF5 inh,GSK3A inh,AI-2 QS mod,HSF1 activator,HSP90 inh,GSK3beta inhib,IEC-6 cytotox,aSyn 5UTR inh,HSF1 inh,PolyA inh
CCc1[nH]nc(C(=O)N2CCCC(N3CCN(c4ccccc4C)CC3)C2)c1C (stereo unspecified),-8.8,-2.0,-7.8,6.6,0.8,-0.6,5.0,16.7,3.9,i
CSCCC(NS(=O)(=O)c1ccc(Cl)cc1)C(=O)OCC(=O)c1c(C)[nH]c2ccccc12 (stereo unspecified),-9.2,-1.1,27.5,-9.8,1.6,0.0,-1.1,12.0,3.3,i
CCOC(=O)CC(=O)CSc1nc2sc(C)cc2c(=O)n1Cc1ccco1,-65.2,3.5,19.5,21.6,5.1,0.6,-3.9,21.8,8.9,i
COC(=O)c1cc(OC)c(OC)c(OC)c1[N+](=O)[O-],-12.2,-0.5,3.5,-8.7,2.7,1.6,-3.1,17.0,-2.4,i
CC(=O)c1ccc(NC(=O)/C=C/c2ccc(C)cc2)cc1,2.5,-1.1,-58.5,33.9,-4.8,0.2,-0.2,-25.1,12.0,i
COc1cc(C(=O)CSc2nnc(-c3ccc(O)cc3)n2CC2CCCO2)ccc1NC(C)=O (stereo unspecified),13.6,-3.0,35.5,-12.8,3.0,-1.6,1.9,16.9,0.1,i
COc1ccc(CCC(=O)OCC(=O)Nc2ccc(OC)c(OC)c2)cc1OC,-24.0,-3.2,16.2,1.0,-3.6,-0.2,-4.9,9.8,-1.9,i
COC(=O)c1ccc(CSc2ncnc3c2sc2nc(N4CCOCC4)c4c(c23)CCCC4)o1,-8.3,13.1,40.7,8.7,4.3,-3.0,-2.8,-2.7,-2.2,i
CCc1nnc(NC(=O)CSc2nnc(-c3ccoc3C)n2CC(C)C)s1,-23.1,-2.5,28.7,-0.3,-3.2,3.1,-1.9,-16.2,0.9,i
O=C(NC(=S)N1CCCCCC1)C1CC1,-1.2,7.7,2.8,6.9,1.4,1.1,3.6,4.8,-13.4,i
O=C(c1cccc(Cl)c1)N1CCn2c1nc1ccccc12,-5.1,-2.1,7.7,4.4,-0.4,-2.5,-3.6,26.7,6.4,i
O=C(NC1CCNCC1)C1CCCCC1,-15.6,0.7,17.7,-10.0,-4.8,3.7,-3.9,5.0,-4.6,i
CC(C)CN1C(=O)c2ccc(C(=O)NCc3ccccn3)cc2C1=O,9.6,-0.9,8.1,4.6,1.1,0.5,-7.1,-3.1,-3.0,i
Cc1cccn2cc(-c3ccc(F)cc3)cc12,-32.9,-0.7,14.6,-38.2,-1.9,1.8,-1.7,-17.8,-22.7,i
COc1ccc(N2CCN(C(=O)CC34CC5CC(CC(C5)C3)C4)CC2)c([N+](=O)[O-])c1,15.8,-0.6,9.7,5.8,-2.5,1.0,-2.2,8.5,4.6,i
Cc1ccc(S(=O)(=O)NC(C)C(=O)N2CCOCCOCCOCCOCC2)cc1 (stereo unspecified),-22.6,-1.0,·,-11.0,7.0,·,3.0,-3.2,1.9,i
COc1ccccc1C(=O)Nc1ccc(C(=O)c2ccccc2)cc1,-17.4,-2.1,26.5,12.0,-1.3,0.6,1.3,-6.0,29.5,i
CCOc1cc(C2CC(=O)c3c(ccc4ccccc34)N2)ccc1O (stereo unspecified),19.5,-1.7,14.9,-5.2,-3.7,-0.3,-12.2,7.9,-3.0,i
CC1(OC(=O)CCc2ccccc2)C(=O)C=C2C=C(c3ccsc3)OC=C2C1=O (stereo unspecified),·,-0.6,13.0,-15.4,·,1.6,·,-2.4,-0.6,i
O=C1c2ccccc2C2=Nc3ccccc3SC(c3ccc(Cl)cc3)C12 (stereo unspecified),9.3,-1.5,39.8,40.4,-2.9,-17.7,-11.5,-24.8,27.1,i
Cc1ccc(CNS(=O)(=O)c2c(C(=O)N3CCCCC3)c(C)n(C)c2C)o1,1.6,-1.1,36.2,-3.9,-0.7,-6.5,4.0,-5.7,-8.2,i
CCN(CCNCC(O)COc1ccccc1C(C)C)c1cccc(C)c1 (stereo unspecified),-18.2,-1.2,34.0,-16.0,-0.6,-1.3,-1.3,4.1,-6.4,i
Cc1cc(C(=O)OCC(=O)Nc2ccccc2F)c(C)o1,4.0,-1.5,-48.3,5.8,-4.6,-1.2,-3.6,-31.5,5.7,i
O=C(CN(Cc1ccc(F)cc1)C(=O)CCC(=O)Nc1ccccn1)NCCc1ccccc1,-5.1,-2.3,30.7,5.9,-4.8,-2.0,-7.2,4.9,-1.6,i
Cn1c(C(=O)N[C@@H](C(=O)O)c2ccccc2)cc2cc(Cl)ccc21,1.9,-1.6,25.0,-7.0,-1.6,4.0,1.0,-22.2,-7.4,i
SMILES,KLF5 inh,GSK3A inh,AI-2 QS mod,HSF1 activator,HSP90 inh,GSK3beta inhib,IEC-6 cytotox,aSyn 5UTR inh,HSF1 inh,PolyA inh
Cc1c(Cl)cccc1-n1ccnc1SCC(=O)O,-21.4,-3.1,-8.2,35.4,-1.4,-1.8,-0.2,11.3,-2.0,i
CCN(CC(=O)Nc1ccc2c(c1)OCCO2)C(=O)/C=C/c1ccc(OC)c(OC)c1,·,-4.4,12.4,-11.4,·,6.7,·,14.9,0.0,i
Nn1c(SCC(=O)Nc2ccc(F)c(F)c2)nnc1C1CCCCC1,4.0,-3.0,11.3,35.7,-2.0,1.4,-0.4,4.6,14.2,i
COc1cccc(CNC(=O)[C@H](CC(C)C)NC(=O)N2CCn3c2nc2ccccc23)c1,-20.1,-3.2,7.5,1.2,-3.1,-3.2,2.8,7.6,2.4,i
O=C(NC1CCN(S(=O)(=O)c2ccccc2F)CC1)c1cccnc1,-22.7,-1.0,5.5,-2.0,-5.4,0.3,-1.3,4.5,1.1,i
O=C(OC1CCOC1=O)c1cc(Cl)ccc1[N+](=O)[O-] (stereo unspecified),-37.2,-1.6,14.3,58.3*,4.1,0.0,0.5,13.2,19.4,i
Cc1ccsc1C(=O)OCC(=O)N1CCN(C(=O)c2ccco2)CC1,-18.0,-3.8,12.3,18.0,-2.5,1.2,-3.0,-27.7,-6.5,i
COc1cccc(C2CC(c3ccccc3Cl)n3nnnc3N2)c1 (stereo unspecified),-4.8,-1.8,-5.7,0.8,5.2,-1.8,4.9,18.5,3.9,i
Cc1cccc(Cn2cnc3c(nnn3Cc3ccccc3F)c2=O)c1,-5.9,-1.9,-20.9,19.1,2.9,-7.4,1.8,15.2,15.8,i
O=C1CCCc2c1cc(C(=O)NCc1ccco1)c(=O)n2-c1ccc(Cl)cc1,-18.9,0.9,20.3,9.6,0.0,-2.0,-6.9,9.4,0.9,i
COc1cccc(N2CCN(C(=O)c3ccc4nc[nH]c4c3)CC2)c1,-4.4,0.2,8.4,-15.8,4.6,2.3,1.3,-6.9,-6.4,i
NS(=O)(=O)c1cccc(NC(=S)NC(=O)C23CC4CC(CC(C4)C2)C3)c1,-19.9,-1.5,25.7,-34.6,-1.2,3.9,-18.4,-62.3,-23.8,i
CC(C)C(=O)Nc1c(-c2cccc(Cl)c2)c(=O)c2ccccc2n1C,-7.9,-1.8,-17.7,-1.6,2.9,-6.8,10.2,6.1,-1.7,i
O=C(Cn1ncc(N2CCOCC2)c(Br)c1=O)c1ccc(Cl)cc1,-67.2,-1.9,-10.5,11.6,-3.0,-2.4,-4.3,-110.6,8.2,i
O=C(N/N=C/c1cccc2ccccc12)C(=O)N1CCCC1,6.0,-0.6,16.8,-7.9,3.4,1.0,4.2,-0.6,-2.5,i
O=C(COC(=O)c1ccccc1Br)NCCC1=CCCCC1,-16.3,-0.9,39.4,25.1,1.6,1.0,2.2,-64.4,20.0,i
Cc1c(NC(=O)C(C)OC(=O)c2ncc(Cl)c(Cl)c2Cl)c(=O)n(-c2ccccc2)n1C (stereo unspecified),·,-0.6,22.4,-10.9,·,5.4,·,-16.1,-3.5,i
Cc1cccc(NC(=O)CSCC(=O)Nc2nnc(C3CC3)s2)c1,-22.8,-2.2,17.2,19.5,8.1,5.4,7.1,8.1,11.8,i
CCCCn1c(C)nc2c(=O)n(C)c(=O)[nH]c21,-28.0,-2.7,11.3,0.9,-1.3,-2.8,-5.7,8.3,-3.8,i
Cc1nnc(N/N=C\c2ccc(-c3cccc(C(=O)O)c3)o2)n1N,-70.0,13.8,12.0,18.3,6.6,-8.7,7.4,18.6,18.9,i
Cn1c(=O)c2c(nc(N3CCCCC3)n2CCCNC2=NCCCC2)n(C)c1=O,-20.2,-3.2,26.4,3.3,-2.4,0.7,-5.5,1.6,-6.1,i
CC(C)(C)NC(=O)CSc1nnc(SCC(=O)NC(C)(C)C)s1,-0.8,-1.7,29.0,-4.8,4.4,2.3,1.9,-2.3,-0.7,i
Cc1ccc(C(=O)N2CCSC2=S)cc1,-19.3,-0.7,24.3,-8.0,1.1,0.5,-4.8,-31.4,-1.0,i
O=C(O)CCCC(=O)N1N=C(c2c(-c3ccccc3)c3cc(Cl)ccc3[nH]c2=O)CC1c1cccs1 (stereo unspecified),-0.1,-2.2,-5.8,10.7,-6.1,2.4,8.2,8.3,-2.4,i
CCOc1cc(NC(=S)NCc2ccco2)c(OCC)cc1NC(=O)C1CC1,-18.7,-0.6,8.2,8.6,-0.2,4.0,-0.1,1.9,3.6,i
SMILES,KLF5 inh,GSK3A inh,AI-2 QS mod,HSF1 activator,HSP90 inh,GSK3beta inhib,IEC-6 cytotox,aSyn 5UTR inh,HSF1 inh,PolyA inh
O=C(c1ccc(NS(=O)(=O)c2ccc(F)cc2)cc1)N1CCOCC1,·,-1.2,0.6,1.1,·,4.6,·,8.2,-4.6,i
Cc1nn(CC(=O)NC(C)C)c(C)c1[N+](=O)[O-],-5.7,-2.3,17.6,-10.7,-1.8,-0.2,-2.9,11.5,-1.6,i
CC1CCCN(CC(O)COCC2COc3ccccc3O2)C1 (stereo unspecified),5.9,-0.5,13.2,0.3,-1.0,1.2,-3.6,12.2,-0.5,i
CCOC(=O)c1ccccc1NC(=O)c1cccc(F)c1,-3.0,2.9,7.3,3.1,-2.9,-1.6,-3.1,6.2,-2.8,i
Cn1c(=O)[nH]c(=O)c2c1nc1n2CCCN1CCc1ccccc1,-1.0,-4.5,23.5,·,-0.6,-3.2,0.2,·,·,i
Cc1cc(N)ccc1NC(=O)c1ccccc1,-19.3,-2.2,16.1,-25.5,-1.1,-2.7,-5.4,-31.9,-31.8,·
O=C(N/N=C/c1ccccc1)c1ccc(NC(=O)c2ccc(F)cc2)cc1,-4.6,1.0,·,26.7,1.1,·,8.9,-3.6,3.3,i

# Source: PubChem BioAssay
